# ABCB6 inh 2: blocks the human ABCB6 transporter; Q9NP58; K562-ABCB6 porphyrin accumulation, flow cytometry, 1 h; active compounds read low; fluorescence ratio to DMSO, % at 10 µM; 0.19% of 360,000 active;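 active means fluorescence ratio to DMSO below 75%, the collection mean minus 3 SD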;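 further: signal is porphyrin accumulated inside mitochondria; 100% equals median channel fluorescence of DMSO control wells; lower ratio means ABCB6 inhibition with less porphyrin fluorescence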
# Cardio protect: myocardial damage modulation in H9c2 cells; H9c2 cardiomyocytes, H2O2 injury protection, ATPLite, 2 h; protection from H2O2 cell death, % at 20 µM; 0.63% of 360,000 active; AID 588492;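 active means compounds giving at least 50% protection of heart cells from peroxide-induced death in the single-dose screen, raw or plate-pattern-corrected value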;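 further: 0% = DMSO wells with peroxide and 100% = DMSO wells without peroxide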
# aDG glyco up: alpha-DG glycosylation activation. Pro5-aDG cells, alpha-DG glycosylation AlphaScreen (IIH6); 0% Pro5, 100% B10-LARGE cell signal. activation, % at 10 µM. 0.22% of 360,000 active. AID 624168;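 active means activation of at least 8% versus controls, or a plate z-score of at least 8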;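 further: Pro5 are CHO cells carrying HIG-tagged alpha-DG that lacks glycosylation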
# Exocytosis inh: lytic granule exocytosis inhibition | TALL-104 LAMP-1 surface exposure, flow cytometry; cells stimulated with thapsigargin and PMA | inhibition, % at 10 µM | 0.66% of 360,000 active;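 active means inhibition above about 55%, limit read from the data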
# PDI turbidity: PDI (human) enzyme inhibition | PDI insulin aggregation turbidity, A650, 90 min | inhibition, % at 10 µM | 0.052% of 350,000 active | AID 588391;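 active means mean inhibition across replicates of 30% or more, whatever share of single replicates reach that level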;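 further: absorbance from insulin aggregation driven by PDI reduction with DTT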
# Target sequence (P07237 whole entry, looked up): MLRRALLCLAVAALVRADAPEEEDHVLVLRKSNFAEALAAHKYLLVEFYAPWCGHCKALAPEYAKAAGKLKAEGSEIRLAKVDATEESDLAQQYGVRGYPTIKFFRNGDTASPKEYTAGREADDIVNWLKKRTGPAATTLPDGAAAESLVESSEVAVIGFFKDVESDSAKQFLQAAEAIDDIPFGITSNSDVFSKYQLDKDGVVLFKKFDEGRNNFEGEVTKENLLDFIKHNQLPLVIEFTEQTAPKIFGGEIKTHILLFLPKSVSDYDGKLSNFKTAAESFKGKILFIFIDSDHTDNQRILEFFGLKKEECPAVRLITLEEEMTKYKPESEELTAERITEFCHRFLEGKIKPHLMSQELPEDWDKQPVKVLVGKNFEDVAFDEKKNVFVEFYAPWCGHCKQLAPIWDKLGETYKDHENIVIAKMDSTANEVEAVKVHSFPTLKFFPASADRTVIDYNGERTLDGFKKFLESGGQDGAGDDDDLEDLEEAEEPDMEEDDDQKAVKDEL
# HTR2A ag: mouse HTR2A agonism via beta-arrestin recruitment. P35363. CHO-K1 mHTR2A beta-arrestin complementation, luminescence; percent of 30 µM serotonin response. activation, % at 7.6 µM. 0.66% of 360,000 active. AID 624169;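 active means activation above a run cutoff, the mean activation of all tested compounds plus 3 SD, cut at about 14% in these data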;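 further: 0% = plate median of compound wells and 100% = 30 µM serotonin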
# Target sequence (P35363 whole entry, looked up): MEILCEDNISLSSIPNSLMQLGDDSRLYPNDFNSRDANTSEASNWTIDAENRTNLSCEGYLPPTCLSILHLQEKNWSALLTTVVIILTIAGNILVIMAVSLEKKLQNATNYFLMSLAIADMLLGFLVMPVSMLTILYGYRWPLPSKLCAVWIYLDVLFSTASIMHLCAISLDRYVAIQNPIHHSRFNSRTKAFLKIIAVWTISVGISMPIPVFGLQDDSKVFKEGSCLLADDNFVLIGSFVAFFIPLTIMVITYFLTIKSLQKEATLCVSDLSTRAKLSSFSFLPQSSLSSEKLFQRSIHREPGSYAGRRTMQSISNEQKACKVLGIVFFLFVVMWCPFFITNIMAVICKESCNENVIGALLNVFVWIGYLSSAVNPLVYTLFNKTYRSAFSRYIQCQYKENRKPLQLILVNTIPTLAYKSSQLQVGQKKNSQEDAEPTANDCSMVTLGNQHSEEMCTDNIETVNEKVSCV
# iPSC survival up: hiPSC single-cell survival enhancement; ATPlite luminescence; 100% = ROCK inhibitor wells, 0% = DMSO; survival enhancement, % at 20 µM; 0.044% of 360,000 active; AID 602274; in the data active means survival enhancement above about 18%;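 further: cells exposed to compounds for 16 hours before the ATP read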
# CaV13 FRET inh: Disruptors of the CACNA1D IQ motif to Ca2+-dependent inactivation inhibitor domain association, primary screening, Förster resonance energy transfer in intact living …. HEK cells, CFP/YFP FRET ICDI-IQ, plate reader, 10 min; percent FRET-ratio fall versus neutral wells. inhibition, % at 12.3 µM. 0.098% of 340,000 active;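 active means mean replicate inhibition of at least 30% and at least 1% of replicates passing that level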;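 further: 0% = median of the neutral control wells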
# N-glyco inh: N-linked glycosylation inhibition; D54 ERlucT glycosylation luciferase reporter, 24 h; percent of 100 nM tunicamycin response; reporter increase, % at 12.5 µM; 0.23% of 360,000 active;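 active means mean luciferase reporter signal, scaled so untreated is 0 and the glycosylation-blocking control 100, at or above a set limit in every replicate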;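 further: luciferase carries N-glycosylation sites so blocking glycosylation raises the light; 0% = median of neutral control wells and 100% = median of 100 nM tunicamycin wells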
# Vif imaging: HIV Vif inhibition | HEK293T cells, Vif self-association by quenched fluorescence, imaging, 24 h | 0.35% of 340,000 active | inhibition, % at 7.49 µM; in the data active means inhibition above about 50%, passing the limit was not always enough; further: some results filed as inactive read as strong as hits
# * = called active by the depositor; · = no result given. Compounds were not picked by outcome. Share with any hit: about 3.1%.
SMILES,ABCB6 inh 2,Cardio protect,aDG glyco up,Exocytosis inh,PDI turbidity,HTR2A ag,iPSC survival up,CaV13 FRET inh,N-glyco inh,Vif imaging
CCCc1c(-c2ccccc2F)ncn1CCc1ccccc1OC,126,·,0.0,14,·,-4,0.1,-10,·,·
Cc1ccc(CNC(=O)Nc2ccc3c(c2)N(C)C(=O)CS3)cc1,101,11,0.7,-12,-11,-5,0.7,0,2,-5
CC(=O)Nc1cccc(C(=O)N2CCN(Cc3ccccc3)CC2)c1,93,-1,0.0,1,0,6,0.5,·,-2,·
Cc1ccc(C(=O)NCC(=O)OCC(=O)NCCNC(=O)COC(=O)CNC(=O)c2ccc(C)cc2)cc1,97,-2,0.0,10,-8,-2,-0.4,-3,1,3
COc1ccc(-n2ncc3c(NCc4cccs4)ncnc32)cc1,93,-6,0.0,4,5,2,-0.9,-9,-4,-5
CC1CCN(S(=O)(=O)c2ccc(NC(=O)Cc3ccccc3)cc2)CC1,98,-10,0.0,1,-6,-6,1.6,-7,-2,-2
COC(=O)c1ccc(CC(=O)c2nc3ccccc3s2)cc1,90,-1,0.1,-2,4,0,-0.2,-1,0,-5
COc1ccc(Nc2ncc3c(n2)CC(c2ccc(C)cc2)CC3=O)cc1 (centres undefined),94,16,-0.2,2,-19,-1,0.1,-4,-4,0
CC(C)(C)NCc1ccccc1OCc1cccs1,104,3,0.2,-2,7,-5,0.4,-7,2,1
CCC(=O)NC(c1ccccc1Cl)c1c(O)ccc2ccccc12 (centres undefined),95,3,-0.1,-2,-1,-5,0.0,-4,-5,-6
COc1ccc(NC(=O)CN2CCC(NC(=O)c3ccc(OC)cc3)CC2)cc1,95,11,0.4,-3,-8,3,0.5,-2,-1,-2
C=CCN1C(=O)C2(/C(=C(\O)c3ccc4c(c3)OCCO4)C(=O)C(=O)N2CCCOC)c2ccccc21 (centres undefined),100,8,0.0,-1,5,9,0.2,-4,1,0
CCn1nc([N+](=O)[O-])c(C(C#N)c2nc3cc(C(F)(F)F)ccc3s2)c(Cl)c1=O (centres undefined),170,-21,-0.1,83*,6,3,1.7,-6,-5,-6
CCN1CCN(CCCNC(=O)CN2C(=O)c3cccnc3Oc3ccc(Cl)cc32)CC1,94,1,-0.2,0,6,12,-0.4,-6,-1,9
CC(C)(C)OC(=O)N1CCC(c2c(C(=O)NCC3CCN(C4CCCC4)C3)cnn2-c2ccccc2)CC1 (centres undefined),92,0,0.5,-2,2,4,0.7,-2,-3,14
CC(=O)c1cccc(NC(=O)Nc2cccs2)c1,105,-6,0.1,1,1,0,-2.3,-5,-5,·
CCCOc1ccc(C2C(C(=O)c3cc4ccccc4o3)=C(O)C(=O)N2c2cc(C)on2)cc1OC (centres undefined),100,5,0.1,0,-7,-3,-0.5,-7,3,-3
COc1ccccc1NC(=O)/C(=C/c1cccs1)NC(=O)c1ccco1,95,1,0.2,-2,-3,10,0.5,-20,1,4
CCN(Cc1ccccc1)S(=O)(=O)c1cc(C(=O)NC2CCCCCC2)ccc1OC,102,-2,1.1,6,-4,6,-0.9,-4,-3,-7
CCc1c(C2(O)CCCCC2)[nH]c2ccc(C(F)(F)F)cc12,96,-10,0.5,7,-9,-3,-1.2,-9,-10,-11
CCOc1ccc(/C=N/N2CCN(Cc3ccccc3)CC2)cc1,90,-3,0.0,13,7,0,0.7,-19,4,-4
Cc1cccc(NC(=O)CNC(=O)c2ccc3nc[nH]c3c2)c1C,106,1,-0.3,1,-7,11,-0.2,-6,2,-2
C=CCNC(=O)CN1CCC(c2nc3ccccc3[nH]2)CC1,101,5,0.0,-2,11,2,0.4,-7,-1,2
O=C(c1ccccc1)N1CCCCC1,101,2,0.0,-4,·,-8,-2.2,·,2,-1
Brc1ccc(Nc2nc(-c3cccnc3)cs2)cc1,104,-13,0.0,2,-9,-7,-0.5,5,1,8
# Carrying on:
SMILES,ABCB6 inh 2,Cardio protect,aDG glyco up,Exocytosis inh,PDI turbidity,HTR2A ag,iPSC survival up,CaV13 FRET inh,N-glyco inh,Vif imaging
Cc1c(NC2(C#N)CCCCC2)c(=O)n(-c2ccccc2)n1C,109,4,-0.1,2,-7,5,-2.8,-4,2,-5
O=C(CCN1CCN(c2ccccc2F)CC1)Nc1ccccc1Cl,98,-8,-0.1,6,8,-3,-0.6,-7,0,-3
COc1ccc2c(C(=O)CN3CCSCC3)c[nH]c2c1,107,3,0.0,-2,0,3,-0.5,-5,0,0
C=CCn1cnc2c(oc3ccccc32)c1=O,95,0,0.0,-7,15,-5,-0.9,-18,0,-14
CCOC(=O)c1sc2nc3c(SCCC(=O)O)cc(C(=O)c4cc(OC)ccc4O)cn3c(=O)c2c1C,104,-1,-0.4,-1,-2,0,2.5,-5,-4,-12
O=C(CSc1ncn[nH]1)N1CCN(S(=O)(=O)c2ccccc2)CC1,103,17,0.1,0,-5,3,-1.4,-5,0,7
COCCN(C(=O)c1ccc2c(c1)C(=O)N(c1ccccc1Cl)C2=O)c1c(N)n(CC(C)C)c(=O)[nH]c1=O,102,4,0.1,0,-6,2,-0.4,-7,1,3
CC(C)c1ccc(CNc2ccc(N3CCOCC3)cc2)cc1,90,-20,-0.6,-5,2,-5,-2.9,·,2,-3
Cc1cc2oc(=O)cc(CSc3nnc(C)n3N)c2cc1C(C)C,104,4,0.1,-1,1,0,2.3,·,1,-1
CCc1ccc(N(C(=O)c2csnn2)C(C(=O)NC(C)(C)CC)c2ccccn2)cc1 (centres undefined),94,8,0.1,-8,-3,4,0.1,3,1,5
Cc1ccc(C(=O)NC2c3ccccc3-c3ccccc32)cc1,102,0,-0.2,5,6,-1,-1.0,-3,14,6
COc1ccc(/C=C/C(=O)Nc2sc(Cc3ccccc3)c(C)c2C(N)=O)cc1,101,-12,-0.2,0,-7,5,-0.6,-3,0,-5
CCC(C)C(NC(N)=O)C(=O)Nc1ccc(S(=O)(=O)Nc2ccc(OC)cc2)cc1 (centres undefined),101,13,-0.2,0,2,4,0.6,-2,1,-1
O=C(CSc1nnc(-c2ccc3c(c2)OCCO3)o1)N1CCCC1,95,-9,0.2,1,-8,-4,-0.2,-7,-9,-8
CCN(CC)C(=O)C1=C(C)N(Cc2ccc(C(C)(C)C)cc2)C(=O)C(CC(=O)NC2CCCCC2)C1 (centres undefined),96,-3,0.4,-7,3,-5,0.7,-2,2,·
Cc1cccc(C(=O)Oc2ccc(/C=N/O)cc2)c1,96,-4,-0.2,-3,-19,-7,-0.1,-9,0,8
Cc1nn(CCOc2ccc(Br)cc2)c(C)c1[N+](=O)[O-],100,-6,0.1,1,-4,-5,1.3,-3,6,-2
O=C1CC(c2ccc(F)c(Br)c2)C2=C(CCCC2=O)N1 (centres undefined),96,6,0.1,1,-5,-2,-2.3,-1,1,-3
CC(C)CC(=O)NC(=S)Nc1cccc(NC(=O)c2ccccc2Cl)c1,96,-7,0.1,0,3,-5,2.0,-5,1,-3
CN(C)CCCN(C(=O)c1cc(Cl)sc1Cl)c1nc2cc3c(cc2s1)OCO3,102,-2,0.2,7,21,-8,-0.3,-7,-3,-2
CCN(CC)Cc1c(C(=O)N/N=C/c2cccc(OCc3ccc(F)cc3)c2)nnn1-c1nonc1N,100,-9,0.1,4,-4,-1,-0.1,-3,2,-3
CCc1ccc(/C=C2\Oc3c(ccc(O)c3CN3CCN(CCO)CC3)C2=O)cc1,108,7,0.0,4,4,-3,2.9,-14,0,-1
CCOc1ccc(N/C(C)=C/C(=O)c2ccc3c(c2)OCCO3)cc1,103,-9,-0.2,14,6,-2,-0.5,-5,-3,10
O=C(CN1C(=O)NC2(CCCCC2)C1=O)NCCc1ccc(Cl)cc1Cl,101,0,0.0,14,-3,8,0.1,-4,2,-1
COc1cccc(C2CC(c3ccc(C)cc3)Nc3nc(N)nn32)c1 (centres undefined),99,-14,-0.1,-3,·,3,2.3,-15,-1,4
# Continuation:
SMILES,ABCB6 inh 2,Cardio protect,aDG glyco up,Exocytosis inh,PDI turbidity,HTR2A ag,iPSC survival up,CaV13 FRET inh,N-glyco inh,Vif imaging
C=CCC[C@@H](Cc1ccc(F)cc1)C(=O)OC[C@@H](Cc1c[nH]c2ccccc12)NC(=O)[C@@H](CC=C)CC(=O)N[C@@H](CO)Cc1ccccc1,98,3,0.3,-8,7,-1,-1.4,-4,-2,-3
CCC(C)(C)n1nnnc1C(c1cc(OC)c(OC)c(OC)c1)N1CCN(c2ccccc2)CC1 (centres undefined),101,0,-0.2,0,12,1,-3.2,-6,-1,6
Cc1cccc(CN2CCN(Cc3cccc4nonc34)CC2CCO)n1 (centres undefined),102,6,0.1,-2,-3,-2,-1.8,-4,1,-3
c1ccc(SCCOCCn2cncn2)cc1,89,-2,0.0,-1,-13,-3,0.1,·,3,·
Cn1c(=O)c2c(nc(Sc3ncccn3)n2Cc2ccccc2Cl)n(C)c1=O,99,-1,0.0,-1,-11,7,0.9,-7,1,3
Cn1c(COc2ccccc2)nnc1SCC(=O)c1cccc([N+](=O)[O-])c1,97,-1,0.1,0,0,2,1.1,-8,0,-1
O=C(CCc1ccccc1)NC(NC(=S)Nc1cccc(Cl)c1)C(Cl)(Cl)Cl (centres undefined),91,-14,7.2*,-2,1,-5,-2.9,-9,-1,·
C=CCN(c1ccc(Br)cc1C(=O)OC)S(C)(=O)=O,100,8,0.6,-5,-4,-4,-2.0,-12,0,-1
C[C@]12CC[C@H](O)CC1=CCC1C2CC[C@@]2(C)C1CC[C@@H]2NCc1ccccc1 (some centres undefined),98,-16,2.2,0,5,6,-2.1,-16,-1,·
CC1CCN(C(=O)c2ccc(NC3=C(Cl)C(=O)N(Cc4ccccc4)C3=O)cc2)CC1,117,-10,0.9,-18,-1,-3,-0.1,·,1,-6
CCc1cc(-c2cnnn2Cc2ccc3ccccc3c2)ccc1-c1cn(CC(C)C)nn1,97,-15,0.6,-2,1,-1,-1.2,-10,-6,·
COc1ccc(C(C)=O)cc1Cn1c(C)c(C(=O)NCc2ccc(C(C)C)cc2)sc1=O,95,-1,0.7,6,1,-8,0.4,-8,-3,-5
Cn1c(SCc2ccc(C#N)cc2)nnc1-c1cccc(Cl)c1,98,4,0.1,1,0,2,3.3,-6,8,0
COc1cc(NS(=O)(=O)c2ccc(NC(=O)/C=C/C(=O)O)cc2)nc(OC)n1,102,-3,0.0,-6,1,5,2.6,-2,0,3
CC(=O)OC(CC(=O)O)C[N+](C)(C)C (centres undefined),94,6,0.5,2,-6,3,-1.3,-4,2,-1
Cc1nc2ccc(NS(=O)(=O)c3ccc(F)c(F)c3)cc2s1,82,-16,0.2,3,4,10,-2.0,-7,1,2
CN(C(=O)c1cc2nc(-c3ccco3)cc(C(F)(F)F)n2n1)C1CCCCC1,98,-3,0.0,-2,-8,2,0.9,·,-3,-10

# Some of the entries so far, with values under each structure:
# Screens in order – ABCB6 inh 2, Cardio protect, aDG glyco up, Exocytosis inh, PDI turbidity, HTR2A ag, iPSC survival up, CaV13 FRET inh, N-glyco inh, Vif imaging
COc1ccc(C(C)=O)cc1Cn1c(C)c(C(=O)NCc2ccc(C(C)C)cc2)sc1=O
  95, -1, 0.7, 6, 1, -8, 0.4, -8, -3, -5
Cn1c(SCc2ccc(C#N)cc2)nnc1-c1cccc(Cl)c1
  98, 4, 0.1, 1, 0, 2, 3.3, -6, 8, 0
COc1cc(NS(=O)(=O)c2ccc(NC(=O)/C=C/C(=O)O)cc2)nc(OC)n1
  102, -3, 0.0, -6, 1, 5, 2.6, -2, 0, 3
CC(=O)OC(CC(=O)O)C[N+](C)(C)C (centres undefined)
  94, 6, 0.5, 2, -6, 3, -1.3, -4, 2, -1
Cc1nc2ccc(NS(=O)(=O)c3ccc(F)c(F)c3)cc2s1
  82, -16, 0.2, 3, 4, 10, -2.0, -7, 1, 2
